MT1-MMP act inh: blockers of MT1-MMP proenzyme processing, primary screen, HT1080 RFP-PRO-GFP cells, GFP/RFP fluorescence; GFP/RFP ratio fluorescence, overnight; percent of plate control window, DMSO zero; GFP/RFP ratio change, % at 20 µM; 360,000 tested, 0.061% active; AID 651647, 2012;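 active = GFP/RFP ratio change of at least 30% with cell ATP level not reduced by more than half and red fluorescence within 50% of control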; note: strong numbers were not always called active
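Read-out: GFP/RFP fluorescence ratio; Test system: RFP-PRO-GFP reporter HT1080 cells; Compound dosing: single-point 20 µM compound, 1% DMSO; Times: overnight compound exposure at 37 °C.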
CSN inh: inhibitors of CSN-mediated cullin deneddylation, primary screen, biochemical, fluorescence polarization, uHTS. COP9 signalosome complex subunit 5 (Homo sapiens), Q92905. Purified CSN, SCF-Nedd8-OG deneddylation. inhibition, % at 12.5 µM. 360,000 tested, 0.38% active. AID 651999, 2013;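 active = pattern-corrected inhibition above about 35%, with an unprinted fluorescence ratio check between 0.5 and 1.5, limit read from the data, passing the limit was not always enough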;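 note: 0% = enzyme with substrate and 100% = substrate without enzyme; some results filed as inactive read as strong as hits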
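test system = HEK293T-derived human Csn5 enzyme | amount = 0.24 nM Csn5 enzyme, final concentration | medium = Tris/NaCl/DTT buffer, pH 7.5 | schedule = 90 min reaction at room temperature | signal = FP | evaluation = inhibition of Csn5 cleavage, % | compound dosing = single dose of 12.5 µM compound with 0.25% DMSO | probe or stimulus = 10 nM SCFSkp2-Nedd8OG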
SKN-1 inh: suppressors of acrylamide-induced Pgst-4::GFP reporter in worms, primary screen, SKN-1 inhibitor project, whole organism, uHTS, GFP/RFP fluorescence ratio, strain VP596 | AID 624304, 2012 | 360,000 tested, 0.49% active | C. elegans VP596 Pgst-4::GFP/RFP ratio, 24 h | inhibition, % at 21.8 µM;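 active = interference check ratio from 0.5 to 1.5 plus GFP to RFP signal ratio inhibition reaching or exceeding a fixed threshold, cut at about 30% in these data, passing the limit was not always enough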; note: some compounds called inactive have numbers as strong as hits
NadD block: inhibitors of S. aureus NadD, primary screen, biochemical, colorimetric, uHTS | Nicotinate-nucleotide adenylyltransferase NadD (Staphylococcus aureus N315) | purified NadD enzyme, colorimetric absorbance read-out | inhibition, % at 20 µM | 360,000 tested, 0.78% active; in the data active = inhibition above about 26%; note: some compounds past the cut are filed as inactive
FAS TE block: FAS thioesterase domain inhibitors, primary screen, biochemical, fluorescence intensity, uHTS; recombinant FAS-TE, OMFH fluorogenic substrate, fluorescence endpoint; inhibition, % at 15 µM; 360,000 tested, 0.67% active;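 active = compounds whose normalised, plate-corrected inhibition of enzyme fluorescence in the single-dose primary screen is 50% or more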;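 note: 0% = DMSO with enzyme and 100% = substrate without enzyme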
Rin1 Abl inh: inhibitors of Rin1-Abl protein binding, primary screen, biochemical, TR-FRET. inhibition, % at 7.35 µM. Tyrosine-protein kinase ABL1 (Homo sapiens) + Ras and Rab interactor 1 (Homo sapiens), …. 360,000 tested, 0.4% active; in the data active = inhibition above about 5%, passing the limit was not always enough
Rpn11 inh: Rpn11 (PSMD14) deubiquitinase inhibitors, primary screen, biochemical, fluorescence polarization, uHTS. 26S proteasome non-ATPase regulatory subunit 14 (Homo sapiens), O00487. human 26S proteasome, Ub4-pepOG fluorescence polarization; 20S core pre-blocked with epoxomicin. calls only at 20 µM. 360,000 tested, 0.59% active;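 active = inhibition at 20 µM, scaled to each plate's controls, above about 33%, limit read from the data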
Target sequence (O00487 whole entry, looked up): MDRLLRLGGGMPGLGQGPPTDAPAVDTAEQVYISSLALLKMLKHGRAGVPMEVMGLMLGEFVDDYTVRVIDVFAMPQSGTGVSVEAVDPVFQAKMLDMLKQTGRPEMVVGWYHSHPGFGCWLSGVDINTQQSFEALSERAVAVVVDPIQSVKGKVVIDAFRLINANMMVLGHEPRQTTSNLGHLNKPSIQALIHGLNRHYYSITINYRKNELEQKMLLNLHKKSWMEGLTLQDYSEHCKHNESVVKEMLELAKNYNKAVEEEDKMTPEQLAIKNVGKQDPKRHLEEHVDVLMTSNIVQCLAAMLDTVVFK
Neddyl block: inhibitors of cullin neddylation, primary screen, biochemical, TR-FRET, uHTS, NAE and Ubc12; NEDD8-conjugating enzyme Ubc12 (Homo sapiens) + NEDD8-activating enzyme E1 regulatory …; calls only at 25 µM; 360,000 tested, 0.58% active; AID 651699, 2012; in the data active = inhibition above about 36%
Target sequence (P61081 whole entry, looked up): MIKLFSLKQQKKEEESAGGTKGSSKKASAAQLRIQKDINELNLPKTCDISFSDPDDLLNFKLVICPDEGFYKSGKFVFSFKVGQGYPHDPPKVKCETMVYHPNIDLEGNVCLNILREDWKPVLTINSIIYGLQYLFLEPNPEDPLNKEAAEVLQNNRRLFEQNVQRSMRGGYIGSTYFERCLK
Target sequence (Q13564 whole entry, looked up): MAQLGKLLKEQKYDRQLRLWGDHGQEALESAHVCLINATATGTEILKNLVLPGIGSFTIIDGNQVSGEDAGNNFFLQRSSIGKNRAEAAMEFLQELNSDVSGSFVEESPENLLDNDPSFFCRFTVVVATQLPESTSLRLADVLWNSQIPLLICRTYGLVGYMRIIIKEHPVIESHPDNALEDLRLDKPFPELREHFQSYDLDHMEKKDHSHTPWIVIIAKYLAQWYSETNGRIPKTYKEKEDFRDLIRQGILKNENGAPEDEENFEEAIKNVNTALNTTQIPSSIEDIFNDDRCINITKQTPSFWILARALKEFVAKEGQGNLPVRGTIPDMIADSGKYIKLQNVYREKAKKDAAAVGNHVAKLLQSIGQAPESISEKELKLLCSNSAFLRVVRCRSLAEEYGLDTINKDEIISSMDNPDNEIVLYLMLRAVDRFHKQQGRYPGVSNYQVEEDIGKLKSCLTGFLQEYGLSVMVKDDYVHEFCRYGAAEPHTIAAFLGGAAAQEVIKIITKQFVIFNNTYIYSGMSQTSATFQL
MLLE-PAM2 inh: inhibitors of PABP1 MLLE–PAM2 peptide binding, primary screen, biochemical, fluorescence polarization, FITC-PAM2, GST-MLLE; Polyadenylate-binding protein 1 (Homo sapiens), P11940; inhibition, % at 20 µM; 360,000 tested, 0.36% active; in the data active = inhibition above about 35%, passing the limit was not always enough;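 note: plate controls were DMSO wells with GST-MLLE for no effect and wells lacking GST-MLLE protein for full effect; some results filed as inactive read as strong as hits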
Active calls of the source: *; i = inactive; nt = not tested or not shown; + = active, no number.

SMILES	MT1-MMP act inh	CSN inh	SKN-1 inh	NadD block	FAS TE block	Rin1 Abl inh	Rpn11 inh	Neddyl block	MLLE-PAM2 inh
Cc1ccc(NC(=S)N2CCN(c3ccccn3)CC2)c(C)c1	4	-5	2	-5	-2	-2	i	i	-108
Cc1ccc(NC(=O)CN2C(=O)C3CC=C(Cl)CC3C2=O)cc1 (stereo not drawn)	-2	0	6	0	-5	2	i	i	1
O=[N+]([O-])c1ccc(/C=N/Nc2ccnc3cc(Cl)ccc23)o1	4	10	2	27	1	1	+	i	-117
O=C(c1ccc(N2CCCS2(=O)=O)cc1)N1CCN(c2ccc(F)cc2)CC1	-1	-2	12	-2	-4	-1	i	i	11
C=CCOc1c(Br)cc(/C=C2/C(=O)ON=C2C)cc1OC	9	3	-10	2	-4	-2	i	i	14
CCCCCc1nnc(NC(=O)Cn2cnc3ccccc3c2=O)s1	2	-16	10	3	-2	0	i	i	5
O=C(c1cccc(OC2CCN(Cc3ccc(F)cc3Cl)CC2)c1)N1CCCC1	0	1	-5	-3	-1	6	i	i	-9
Cc1ccc(C)c(N2CCN(C(=O)CCc3nc(-c4ccccc4C)no3)CC2)c1	1	1	1	4	21	-3	i	i	-2
Cc1ccc(C)c(S(=O)(=O)N2CCN(C(C(=O)Nc3ccc(F)cc3)c3ccccc3)CC2)c1 (stereo not drawn)	-5	-13	2	16	25	3	i	i	9
CC(=O)Nc1ccc(OCC[n+]2cccc(C(N)=O)c2)cc1	2	-3	-4	1	-7	3	i	i	4
O=C(Nc1cccc2ccccc12)NC1CCCCC1	2	-2	4	-5	-2	-2	i	i	3
CCCN=C1N(C)C[C@@H]2[C@@H]3C(=O)N(Cc4ccccc4)C(=O)[C@@H]3[C@](CC)(C(=O)OC)N12	0	0	6	2	-7	-1	i	i	-7
OC[C@@H]1CCCN1Cc1nc(-c2cccs2)no1	-2	1	-4	-5	-2	-1	i	i	5
COc1ccc(C)cc1Nc1nc(C)nc2c1oc1ccccc12	-2	6	18	-4	9	0	i	i	9
CN(C)c1nc2ncn(Cc3ccccc3)c2c(=O)[nH]1	3	-2	-6	0	-5	-1	i	i	-4
CCOC(=O)c1c(N)sc2c1C1CCN2CC1	-3	-2	20	5	-10	0	i	i	21
COc1ccccc1CC(=O)NCc1csc(-c2cccs2)n1	5	2	-11	-2	2	-1	i	i	-6
O=C(Nc1c2c(nn1-c1cccc(Cl)c1)CS(=O)(=O)C2)C1CC1	-2	-1	3	-4	-4	0	i	i	13
Cc1cc(Cl)ccc1OCC(=O)NC(=S)Nc1ccc(Cl)cn1	1	2	8	5	-4	-1	i	i	-35
CC(=O)Nc1ccc(/C=N/NC(=O)c2cc3ccccc3nc2C)cc1	1	-2	-4	-2	-4	-2	i	i	-20

Compound profiles (already shown).
O=[N+]([O-])c1ccc(/C=N/Nc2ccnc3cc(Cl)ccc23)o1 in the list: MT1-MMP act inh: 4; CSN inh: 10; SKN-1 inh: 2; NadD block: 27; FAS TE block: 1; Rin1 Abl inh: 1; Rpn11 inh: +; Neddyl block: i; MLLE-PAM2 inh: -117
Cc1cc(Cl)ccc1OCC(=O)NC(=S)Nc1ccc(Cl)cn1 in the list: MT1-MMP act inh: 1; CSN inh: 2; SKN-1 inh: 8; NadD block: 5; FAS TE block: -4; Rin1 Abl inh: -1; Rpn11 inh: i; Neddyl block: i; MLLE-PAM2 inh: -35

More records follow:
SMILES	MT1-MMP act inh	CSN inh	SKN-1 inh	NadD block	FAS TE block	Rin1 Abl inh	Rpn11 inh	Neddyl block	MLLE-PAM2 inh
O=c1c(C(c2ccc(Cl)cc2)c2c(O)nc3n(c2=O)CCS3)c(O)nc2n1CCS2	0	3	-2	-2	-5	-2	i	i	14
O=C(NNC(=O)c1ccccc1Cl)c1cc2cc(OC(F)(F)F)ccc2[nH]1	0	4	4	-9	0	-2	i	i	-3
O=S(=O)(c1cccs1)N1CN(C2CCCCC2)c2nc3ccccc3nc21	0	-2	-16	0	-3	0	i	i	9
Cc1ccc(S(=O)(=O)/N=C(/Nc2c(C)n(C)n(-c3ccccc3)c2=O)c2ccc(Cl)cc2)cc1	-1	6	-3	7	-6	2	i	i	9
C/C(CCc1ccc2c(c1)OCO2)=N\NC(=O)c1ccc(C)cc1C	1	-12	-4	3	-2	-1	i	i	-12
NC(=O)CSCc1ccc(Br)cc1	1	3	-2	1	-8	-3	i	i	-15
CC(=O)c1c(C)nc2ccc([N+](=O)[O-])cc2c1-c1ccccc1	0	0	-2	4	13	-7	i	i	8
COc1ccccc1NC(=O)C[n+]1ccccc1	-5	-1	3	-3	-3	3	i	i	4
Cc1ccc(C(=O)NN2C(=O)C3C4C=CC(C5CC45)C3C2=O)cc1 (stereo not drawn)	-4	-6	-10	2	-6	2	i	i	10
CC(=O)C1=C(O)C(=O)N(c2ccc(S(N)(=O)=O)cc2)C1c1cccc([N+](=O)[O-])c1 (stereo not drawn)	-4	-6	4	1	-4	-7	i	i	8
CCCN(CC(=O)Nc1ccccc1C)C(=O)c1cc2ccccc2oc1=O	3	2	28	-1	-5	0	i	i	6
COc1ccc(CN(CC(=O)NCc2ccccc2)C(=O)c2csnn2)cc1	-4	-3	-6	-2	-9	1	i	i	7
CCOc1cc(/C=N/Nc2cc(C)nc3ccc(C)cc23)ccc1O	5	-3	20	7	9	-1	i	+	1
O=[N+]([O-])c1c(Nc2ccccc2O)ccc2nonc12	0	4	5	3	2	-5	i	i	7
CCOC(=O)C1CCCN(c2c(C(=O)c3ccccc3)cnc3ccc(OC)cc23)C1 (stereo not drawn)	6	-7	-9	1	25	-2	i	i	13
CC(=O)c1cccc(NC(=O)N2CCN(S(C)(=O)=O)CC2)c1	-3	-5	4	-1	-8	-1	i	i	11
Cc1ccc(C2(C)NC(=O)N(CC(=O)c3ccc4c(c3)OCCO4)C2=O)cc1 (stereo not drawn)	-2	-6	5	-2	-1	0	i	i	19
CC(C)(C)OC(=O)N1CCC(NC(=O)c2[nH]cnc2C(=O)Nc2ccc(Cl)cc2)CC1	-2	0	-7	26	8	2	i	nt	-6
CCCN(CCC)CCCNC(=O)CCNS(=O)(=O)c1ccc(Br)cc1	-1	-2	4	-6	-6	0	i	i	-1
CCO[C@H]1OC(C(=O)NCc2ccccc2)=C[C@@H](c2coc3ccccc3c2=O)[C@@H]1CCCO	0	-1	14	-3	-14	4	i	i	2
Cc1ccc(CC(=O)N(C)CC(=O)Nc2ccc(N3CCOCC3)cc2)cc1C	4	-3	-1	1	-3	2	i	i	-8
Nc1nnc(-c2cn(-c3ccccc3)nc2-c2ccc(Cl)cc2)o1	2	2	5	-3	1	-1	i	i	13
CC(Nc1ccnc2cc(Cl)ccc12)c1ccc(S(N)(=O)=O)cc1 (stereo not drawn)	-1	3	18	-2	-2	3	i	i	-7
CC1(c2ccc(Cl)cc2)NC(=O)N(CC(=O)N2CCN(C(=O)c3cccs3)CC2)C1=O (stereo not drawn)	-1	0	16	2	-8	-6	i	i	-26
CCOc1ccc(CCNC(=O)c2ccc(CS(=O)Cc3ccccc3Cl)o2)cc1 (stereo not drawn)	0	0	7	-5	-2	4	i	i	12
COc1cccc(C(=O)Nc2nnc(-c3ccc(Cl)cc3)o2)c1	6	4	14	9	4	1	i	i	-1
CCn1c(N2CCN(C(=O)/C=C/c3ccccc3)CC2)nc2ccccc21	2	-1	9	-4	-7	1	i	i	-15
Cc1cccc(NC(=O)Cc2ccc(-c3ccccc3)cc2)n1	-4	-1	3	5	14	-2	i	i	-6
O=S1(=O)CC(N2CCSCC2)CN1Cc1cn(Cc2ccc(F)cc2)nn1 (stereo not drawn)	3	-4	11	-5	-6	nt	nt	i	nt
O=C(O)C[C@H]1c2cc(F)ccc2S(=O)(=O)N1C1CCCCC1	-1	3	-3	-1	-16	2	i	i	4
O=S(=O)(Nc1cc(S(=O)(=O)N2CCOCC2)ccc1NCC1CCCO1)c1ccc(F)cc1 (stereo not drawn)	-2	0	18	-3	-6	4	i	i	7
O=C(COc1ccc(S(=O)(=O)N2CCCC2)cc1Cl)NC1CC1	1	2	-11	-2	-4	-1	i	i	4
Cc1ccc(NC(=O)Nc2cccc(C)n2)c(C)c1	-4	-2	-2	-3	-7	-2	i	i	18
CCOC(=O)c1c(C)c(C(=O)NCc2ccccc2OC)c(C)n1C	1	-1	29	-3	-6	2	i	i	-5
CC(C)(C)c1ccccc1NC(=O)CN1C(=O)NC(Cc2ccccc2)C1=O (stereo not drawn)	-3	-1	0	1	-4	2	i	i	-23
COc1cc(/C=C/c2cc(C(=O)O)c3ccccc3n2)ccc1OC(F)F	-5	-3	-10	-1	-1	2	i	+	-5
CCCC1NC(=O)c2cccnc2-n2c1nc1cc(F)c(F)cc1c2=O (stereo not drawn)	3	10	11	-1	0	-1	i	i	10
CC(C)OC(=O)CSc1nnc(CNc2ccc(Cl)cc2)n1C	3	-7	3	1	-2	4	i	i	-24
Cc1ccc(CNC(=O)c2coc(=O)c3ccccc23)o1	0	0	-34	-2	-4	-1	i	i	14
O=C(COC(=O)c1ccc(F)cc1)Nc1ccc2c(c1)OCO2	-1	6	3	-2	-4	3	i	i	-9

5 of the entries above in order of their number in SKN-1 inh, descending:
structure	SKN-1 inh
O=[N+]([O-])c1c(Nc2ccccc2O)ccc2nonc12	5
CC(=O)c1cccc(NC(=O)N2CCN(S(C)(=O)=O)CC2)c1	4
Cc1ccc(NC(=O)Nc2cccc(C)n2)c(C)c1	-2
CC(C)(C)OC(=O)N1CCC(NC(=O)c2[nH]cnc2C(=O)Nc2ccc(Cl)cc2)CC1	-7
O=C(COc1ccc(S(=O)(=O)N2CCCC2)cc1Cl)NC1CC1	-11

More results
SMILES	MT1-MMP act inh	CSN inh	SKN-1 inh	NadD block	FAS TE block	Rin1 Abl inh	Rpn11 inh	Neddyl block	MLLE-PAM2 inh
O=C(Nc1c2c(nn1-c1cccc(Cl)c1)CS(=O)C2)c1ccc2c(c1)OCO2 (stereo not drawn)	-4	4	-2	-8	-2	2	i	i	-25
C=CCNc1ncnc2c1ncn2[C@H]1CN(Cc2cccs2)C[C@@H](CO)O1	0	0	-2	5	-8	-1	i	i	7
CC1CCN(c2c([N+](=O)[O-])nn(-c3ccc4c(c3)OCCO4)[n+]2[O-])CC1	3	4	-3	2	14	1	i	i	-2
CCN(CC)C(=O)c1cn(C)c2ccc(S(=O)(=O)N(CC)CC)cc2c1=O	3	-1	24	-1	-8	-1	i	i	1
Cc1nc(CC(=O)N/N=C/c2ccc(OCC(=O)O)cc2)cs1	10	-1	12	2	-5	-1	i	i	-1
Cc1ccc(-c2nnc(-c3cc(C)on3)o2)cc1	-2	2	15	2	-3	2	i	i	7
CCN(CCCNS(=O)(=O)c1ccc2c(c1)oc(=O)n2C)c1cccc(C)c1	-3	-2	8	-4	13	1	i	i	-1
Cc1ccc2nc(-c3ccncc3)cc(C(=O)Nc3ccc(OC(F)F)cc3)c2c1	-9	42*	7	1	19	-1	i	i	-18

Bioassay records from PubChem.
